Fam108B counter: counter-screen for RBBP9 inhibitors: inhibitors of mouse Fam108B; inhibition, % at 9.51 µM; recombinant Fam108B, FP-Rh probe fluorescence polarization; hit rate 0.33% among 300,000; AID 1947;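 active = inhibition above the screen mean inhibition plus 3 SD, computed separately per campaign, cut at about 18% in these data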;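 note: inhibitors lower polarization as less probe binds the enzyme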
VLA-4 inh: inhibition in a human VLA-4 binding assay. P13612. VLA-4 expressing cells, ligand binding flow cytometry. inhibition, % (about 7 µM as worked out from the volumes in the protocol). hit rate 0.2% among 330,000; in the data active = inhibition above about 50%
GRK2 aptamer HTS: blocks RNA aptamer binding to human GRK2; P25098; bead flow cytometry, FAM-aptamer displacement from GRK2; inhibition of aptamer binding, % at 10 µM; hit rate 0.59% among 330,000;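 active = inhibition of aptamer binding above 40%, roughly 3 SD of noise, on plates passing a quality check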;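 note: median bead fluorescence of bound FAM aptamer so fluorescent compounds give negative values; no value below 0 was filed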
Efflux pump mplx: blocks antifungal efflux pumps in multiplex yeast assay; hit rate 0.44% among 330,000; S. cerevisiae Candida pump triplex, Nile Red efflux; inhibition, % at 10 µM; AID 485275;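 active = plate passing quality check with inhibition over a set limit, or well fluorescence over plate mean plus 4 SD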;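 note: Nile Red retained in pooled yeast measured as flow cytometry median fluorescence; 0% = buffer negative control and 100% = Enniatin B positive control; higher means more Nile Red kept so more efflux inhibition; some compounds called inactive have numbers as strong as hits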
BCLXL inh: Bcl-xL (human) inhibition; Q07817; GST-Bcl-xL / FITC-Bim BH3 peptide fluorescence polarization; inhibition, % at 10.9 µM; hit rate 0.7% among 320,000; AID 2129;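 active = inhibition above the mean of all tested compounds plus 3 SD, cutoff set per campaign, cut at about 30% in these data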;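 note: 0% = DMSO wells and 100% = unlabeled Bim-BH3 peptide competitor; inhibitors lower millipolarization by displacing the labeled peptide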
Target sequence (Q07817 whole entry, looked up): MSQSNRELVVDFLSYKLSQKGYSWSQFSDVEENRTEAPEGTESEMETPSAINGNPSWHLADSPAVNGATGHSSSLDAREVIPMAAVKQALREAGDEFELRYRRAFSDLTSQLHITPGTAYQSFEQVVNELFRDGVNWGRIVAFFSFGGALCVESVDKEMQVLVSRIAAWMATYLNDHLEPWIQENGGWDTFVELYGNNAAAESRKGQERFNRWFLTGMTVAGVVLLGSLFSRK
GLD-1 TGE inh: GLD-1-TGE RNA interaction inhibition (C. elegans). inhibition, % at 5.96 µM. hit rate 0.44% among 320,000. purified GLD-1 + fluorescein TGE RNA, fluorescence polarization;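 active = percent inhibition above a per-plate cutoff, the plate mean of test compounds plus 3 SD, cut at about 30% in these data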;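 note: 0% = DMSO wells with GLD-1 and probe and 100% = wells lacking GLD-1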
Target sequence (Q17339 whole entry, looked up): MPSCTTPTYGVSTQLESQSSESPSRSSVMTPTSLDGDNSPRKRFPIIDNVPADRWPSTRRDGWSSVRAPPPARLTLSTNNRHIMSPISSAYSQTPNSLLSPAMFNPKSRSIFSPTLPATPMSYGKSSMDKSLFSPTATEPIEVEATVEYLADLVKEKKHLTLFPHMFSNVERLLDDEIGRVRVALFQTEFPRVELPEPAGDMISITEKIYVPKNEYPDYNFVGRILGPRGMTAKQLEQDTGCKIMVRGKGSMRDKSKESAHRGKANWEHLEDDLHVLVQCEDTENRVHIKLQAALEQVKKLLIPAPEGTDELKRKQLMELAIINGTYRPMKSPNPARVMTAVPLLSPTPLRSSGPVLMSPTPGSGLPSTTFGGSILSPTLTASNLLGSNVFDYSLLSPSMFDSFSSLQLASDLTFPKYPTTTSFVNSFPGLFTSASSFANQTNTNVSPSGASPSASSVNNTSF
MEX-5 binding: C. elegans MEX-5 TCR-2 RNA binding activity; MEX-5/FITC-TCR2 RNA binding, fluorescence polarization; active compounds read low; Q9XUB2; hit rate 0.38% among 300,000; activity score (negative = inhibition of binding), % at 10 µM;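 active = inhibition past about -25% in most replicates, and total fluorescence under double the plate's negative control median, limit read from the data; inconclusive = replicates evenly split on the limit, or fluorescence at least double controls; inactive = too little inhibition in most replicates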;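 note: 0% = DMSO and -100% = 5 µM competing unlabeled TCR2 RNA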
PME-1 primary: blocks human protein phosphatase methylesterase 1. recombinant PME-1, FP-Rh probe fluorescence polarization. inhibition, % at 5.9 µM. hit rate 0.53% among 320,000. AID 2130;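 active = inhibition above the campaign mean of all compounds plus 3 SD, cut at about 26% in these data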;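 note: competitive labeling of PME-1 active site by serine hydrolase directed probe; 0% = PME-1 with DMSO and 100% = wells lacking PME-1 enzyme; inhibitors block probe labeling so polarization falls and inhibition rises; many of its hits are not listed in these tables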
MCL1 BIM primary: inhibitors of human MCL1 binding to BIM-BH3 peptide; Q07820; GST-MCL1 / FITC-Bim-BH3 fluorescence polarization; inhibition, % at 10.9 µM; hit rate 0.68% among 320,000;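 active = inhibition above the mean inhibition of all tested compounds plus 3 SD, set per campaign, cut at about 40% in these data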;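 note: 0% = DMSO wells and 100% = unlabeled Bim-BH3 peptide control; higher means more loss of mP so more displacement of Bim peptide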
Target sequence (Q07820 whole entry, looked up): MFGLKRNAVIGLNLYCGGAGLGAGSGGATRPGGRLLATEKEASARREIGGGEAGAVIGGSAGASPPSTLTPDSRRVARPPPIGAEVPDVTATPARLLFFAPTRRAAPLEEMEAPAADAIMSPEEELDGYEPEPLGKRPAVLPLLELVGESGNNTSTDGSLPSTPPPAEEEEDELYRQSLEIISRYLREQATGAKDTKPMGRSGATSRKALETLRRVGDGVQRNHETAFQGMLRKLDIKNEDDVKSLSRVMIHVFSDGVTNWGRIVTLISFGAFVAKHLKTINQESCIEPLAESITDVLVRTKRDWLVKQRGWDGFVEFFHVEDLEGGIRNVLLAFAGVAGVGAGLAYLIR
* marks the source's active call; other numbers are inactive results; ? = inconclusive; / = not tested or not shown. An excerpt (hit frequency here may not be typical).

SMILES	Fam108B counter	VLA-4 inh	GRK2 aptamer HTS	Efflux pump mplx	BCLXL inh	GLD-1 TGE inh	MEX-5 binding	PME-1 primary	MCL1 BIM primary
Cc1cccc(/C(N)=N/OC(=O)CCCc2ccccc2)c1	-2.4	2.3	2.0	-0.4	1.5	6.6	1.3	-8.7	-1.6
Nc1nnc(-c2ccccc2[N+](=O)[O-])o1	-1.8	15.8	0.0	0.1	1.6	-11.6	-0.6	-0.8	5.2
Cc1cccc(CSc2ccc(S(=O)(=O)N3CCCC3)cn2)c1	/	15.1	0.0	0.6	-2.4	4.6	/	8.0	-2.9
Nc1c(S(=O)(=O)c2cccs2)c2nc3ccccc3nc2n1CC1CCCO1 (stereo unspecified)	6.8	6.0	0.0	0.1	0.1	3.7	/	13.6	0.0
NC(=O)Nc1ccccc1C(=O)Nc1ccc2ccccc2c1	1.9	12.1	0.0	0.0	2.6	4.1	0.7	-6.3	-13.3
Cc1ccc(OCc2nnc(NC(=O)c3ccco3)s2)cc1	0.2	1.4	1.0	0.1	-0.8	3.1	-2.8	-10.6	-0.4
COc1ccc2c(c1)C(=O)c1ccccc1CO2	0.4	8.2	0.0	0.0	4.7	3.3	0.4	-3.4	0.6
CCC1COCCS(=O)(=O)N1Cc1cccc(Cl)c1 (stereo unspecified)	1.8	12.2	3.0	0.0	-0.9	4.7	5.1	4.6	6.9
COc1ccc(-c2csc(-n3ncc(C(=O)O)c3C(F)(F)F)n2)cc1	-8.5	-3.1	0.0	0.0	4.0	-1.2	0.1	-2.4	-17.1
O=C(CSCc1c(Cl)cccc1Cl)Nc1ccccc1C(=O)N1CCOCC1	0.8	14.3	0.0	0.0	-4.3	5.0	-3.1	-0.4	-2.2
COc1ccccc1NC(=O)N1CCn2c(nc3ccccc32)C1	-3.3	2.4	0.0	0.0	9.6	1.2	1.9	1.0	6.0
Cc1ccc(NC(=O)c2cccc(C(=O)Nc3ccc(C)c(C)c3)n2)cc1C	-33.0	-9.3	3.0	-0.2	3.9	5.7	0.7	-23.4	5.4
COc1cc2c(cc1OC)CN(C(=O)C1CCC(=O)N(CCCN3CCOCC3)C1)CC2 (stereo unspecified)	2.0	17.8	1.0	-0.1	7.3	-3.2	-3.3	-0.7	4.3
Cc1ccc(NC(=S)NCc2ccc3c(c2)OCO3)cc1	1.3	9.6	1.0	0.3	-2.3	4.5	1.0	0.8	4.8
CCOc1ccc2nc3sc(C(=O)N4CCOCC4)c(N)c3cc2c1	5.7	3.0	3.0	-0.2	4.9	-5.1	?	6.1	6.8
C=CCc1ccc(OCCOCCOc2cccc3cccnc23)c(OC)c1	-1.1	-10.1	5.0	-0.2	6.1	0.6	-1.1	0.3	5.2
COc1ccc(N2CCN(C(=O)Cc3ccc(Cl)cc3)CC2)cc1	2.3	7.8	0.0	0.0	0.7	-4.9	-0.1	-4.3	0.3
CCN(CC)C(=O)CCCc1c[nH]c2ccccc12	-0.6	15.9	3.0	-0.1	0.8	-3.3	-2.8	-3.9	5.6
CCOC(=O)c1ccc(NC(=O)c2ccc3c(c2)C(=O)N(Cc2cccnc2)C3=O)cc1	3.3	3.0	0.0	0.0	7.8	4.7	-3.6	-12.2	4.7
Cn1c(=O)c2c(nc(OCc3ccc4c(c3)OCO4)n2Cc2ccccc2Cl)n(C)c1=O	2.2	21.6	0.0	0.2	4.1	5.9	0.1	-4.1	-3.0
CCOC(=O)c1cnc2ccc(C)cc2c1N(C)Cc1ccccc1	6.2	-6.6	0.0	0.0	5.1	-9.3	1.6	-14.0	4.3
Cc1ccc(N2CC(C(=O)NCc3cccs3)CC2=O)cc1 (stereo unspecified)	0.8	6.5	1.0	0.0	7.1	7.9	-1.0	-0.3	8.0
O=C(C1CCC(=O)N(C2CCCC2)C1)N1CCC(Oc2cccc(F)c2)CC1 (stereo unspecified)	4.7	5.6	0.0	-0.1	-1.0	3.6	-2.4	0.6	-3.8
OCC(CO)(CO)N=Cc1cc(Br)ccc1O	3.9	7.5	3.0	0.0	1.2	4.2	1.7	4.3	10.9
COc1ccc(-n2nc3cc(C)c(NC(=S)NC(=O)c4ccccc4C)cc3n2)cc1	-5.0	16.9	1.0	0.1	3.8	3.4	0.7	-6.6	2.5

Continuation:
SMILES	Fam108B counter	VLA-4 inh	GRK2 aptamer HTS	Efflux pump mplx	BCLXL inh	GLD-1 TGE inh	MEX-5 binding	PME-1 primary	MCL1 BIM primary
CCn1c(SCC(=O)n2nc(C)cc2C)nnc1-c1ccc2c(c1)OCO2	-1.3	-6.5	0.0	0.3	-0.1	-6.2	-0.7	3.3	-3.7
Oc1oc(-c2ccccc2)nc1/C=N/c1ccccn1	11.9	3.6	5.0	0.6	0.3	10.1	0.4	4.0	6.0
COCCCn1c(=N)c(C(N)=S)cc2c(=O)n3cccc(C)c3nc21	1.8	4.5	32.0	-0.1	33.7*	-1.3	-15.5	-6.7	27.4
Cc1ccc(S(=O)(=O)N2CCN(c3ccc(S(=O)(=O)N4CCOCC4)cn3)CC2)cc1	2.2	11.6	4.0	0.4	2.5	-4.5	1.1	11.6	-6.2
COc1ncccc1C(=O)N1CCCC(C(=O)c2cccc(OC(C)C)c2)C1 (stereo unspecified)	9.9	5.0	2.0	-0.1	2.7	6.2	-2.5	5.3	1.1
COc1ccc(C(=O)Nc2ccc(NC(=O)c3ccccc3F)cn2)cc1	1.0	18.4	1.0	0.1	1.1	0.5	-4.1	-4.4	-5.0
Cc1nn(CC(=O)N2CCN(c3ccccc3)CC2)c(C)c1[N+](=O)[O-]	2.7	3.0	0.0	0.1	-4.7	4.0	2.9	0.7	-13.2
CC(C)n1cc(CN2CCCC(CO)(Cc3cccc(Cl)c3)C2)cn1 (stereo unspecified)	-0.1	9.4	0.0	-0.3	-2.3	2.2	2.7	-6.0	-2.9
C=CCSc1nccc(-c2nn(-c3ccc(C)cc3)ccc2=O)n1	-2.5	1.0	1.0	-0.1	4.8	9.6	-0.2	-0.2	-8.0
CCOC(=O)CCCNC(=O)COC(=O)c1cc(C)cc(C)c1	1.3	-0.8	1.0	0.0	1.1	1.9	-0.4	3.8	1.3
CC1CCN(C(=O)COC(=O)c2cc3ccccc3oc2=O)CC1	/	9.5	0.0	0.0	/	-4.0	/	/	/
CN(C)C(CNC(=O)c1cccc(C(F)(F)F)c1)c1ccco1 (stereo unspecified)	2.4	1.6	0.0	0.0	-4.1	-6.0	1.5	-2.8	-3.1
CCCCNC1=C(Br)C(=O)CC(C)(C)C1	3.3	6.2	0.0	-0.2	1.6	4.6	-2.6	1.3	8.1
CC(C)(C)n1nnnc1C(c1ccncc1)N(Cc1ccccc1)Cc1ccco1 (stereo unspecified)	-3.1	-2.6	1.0	0.2	7.2	12.2	2.0	3.8	0.6
Cc1ccc(S(N)(=O)=O)c(C)c1-n1cnnn1	1.8	0.3	2.0	0.0	1.9	2.3	1.7	-1.1	2.2
CCCC(=O)NCCc1nc2cc([N+](=O)[O-])ccc2n1C	0.2	-5.2	0.0	-0.1	2.7	2.6	-2.6	2.4	-3.4
COc1ccccc1-n1cc(CN2CCCC(CO)(Cc3cccc(Cl)c3)C2)cn1 (stereo unspecified)	1.7	-4.2	0.0	-0.1	3.7	2.1	1.8	0.4	2.5
NC1=NC(=O)C(Cc2cc(Cl)ccc2Cl)S1 (stereo unspecified)	-0.4	3.5	1.0	0.0	3.2	3.0	-2.5	2.5	6.2
CCOC(=O)c1c(NC(C)=O)no[n+]1[O-]	1.8	1.6	0.0	0.1	8.1	-3.1	-0.1	-4.5	13.9
NC(=O)C1CC(=O)N(c2ccc(OCc3c(Cl)cccc3Cl)cc2)C1 (stereo unspecified)	-1.3	-1.6	2.0	2.4	-2.6	7.4	-0.1	1.6	-2.1
COc1ccc(OCC(Cn2cnc3ccccc32)OC(C)=O)cc1 (stereo unspecified)	-7.5	10.1	1.0	0.0	-2.5	-1.1	1.0	0.7	1.1
Cc1cc(C)nc(SCC(=O)Nc2ccnc3ccccc23)n1	-1.8	16.7	0.0	-0.1	3.5	-5.2	-0.2	-2.3	5.3
CCC(=O)N1CCN(c2nc(C)nc3sc(C)c(C)c23)CC1	2.3	4.1	0.0	0.1	3.8	-1.8	2.4	1.8	3.2
CC1CN(S(=O)(=O)c2cccc(C(F)(F)F)c2)C(C)N1C(=O)N1CCOCC1 (stereo unspecified)	3.1	9.4	0.0	0.2	-4.5	0.6	0.6	-5.5	6.2
O=C(Cc1ccc(NC2=NC3CS(=O)(=O)CC3S2)cc1)NCc1ccc(Cl)cc1 (stereo unspecified)	3.0	-17.2	2.0	-0.1	-2.2	-1.0	0.7	-0.1	4.8

New compounds follow:
SMILES	Fam108B counter	VLA-4 inh	GRK2 aptamer HTS	Efflux pump mplx	BCLXL inh	GLD-1 TGE inh	MEX-5 binding	PME-1 primary	MCL1 BIM primary
C=CC[C@]12C=C(OC)C(=O)C(OC)=C1O[C@@H](c1ccc3c(c1)OCO3)[C@H]2C	-1.3	0.0	1.0	-0.1	5.0	1.1	3.5	1.7	1.1
NC(=O)NC(=O)C(OC(=O)CCNS(=O)(=O)c1ccccc1)c1ccccc1 (stereo unspecified)	-1.2	34.6	0.0	0.0	-12.2	5.1	0.9	-2.1	-9.9
Cc1cc(C)nc(SCc2ccc(Cl)cc2)n1	-3.4	-2.8	0.0	-0.1	-2.0	2.1	4.4	-1.6	4.8
O=C(N/N=C/c1ccco1)C(O)c1ccccc1 (stereo unspecified)	-0.3	1.5	0.0	-0.2	-0.6	5.0	-0.9	-0.6	4.0
COC(=O)C1C(=O)c2c(C)noc2CC1(C)C (stereo unspecified)	-4.9	2.6	2.0	0.0	2.0	6.9	-0.9	-1.8	-1.9
O=C(c1cccc(Oc2c(Cl)cccc2[N+](=O)[O-])c1)N1CCOCC1	-3.5	-1.9	1.0	-0.1	1.1	-9.8	-3.6	6.3	-2.6
O=C(NC(=S)Nc1ccc(CN2CCOCC2)cc1)c1ccc(-c2ccc(Br)cc2)o1	-2.7	3.6	0.0	0.1	-5.9	6.9	1.0	-4.5	-0.3
COC(=O)CNC(=O)CSc1nc(N)cc(=O)[nH]1	-0.9	29.8	3.0	0.0	2.3	8.6	1.3	-9.7	4.3
COc1cccc(NC(=S)Nc2cc(C(=O)O)ccc2N2CC3CC(C2)c2cccc(=O)n2C3)c1 (stereo unspecified)	3.0	20.0	0.0	-0.1	10.5	5.7	0.9	-7.9	3.5
CC(=O)NCCC(=O)N1CCCC(CNC(=O)c2ccc(-c3ccccc3)cc2)C1 (stereo unspecified)	0.8	-18.5	0.0	0.0	3.6	4.8	2.3	1.2	12.4
Cc1ccsc1/C=c1\sc2ncnn2c1=O	0.6	3.9	0.0	-0.3	0.1	1.4	-0.7	-8.2	3.7
O=C(COC(=O)/C=C/c1ccc(Cl)c(Cl)c1)NC1CC1	/	4.0	2.0	-0.1	/	4.6	/	/	/
Nc1cccc(C(=O)Nc2ccc3nc(-c4cccnc4)[nH]c3c2)c1	-6.2	8.5	0.0	0.0	4.3	4.7	-1.1	-3.0	6.4

Of the compounds above, these have a COOH group.
SMILES	Fam108B counter	VLA-4 inh	GRK2 aptamer HTS	Efflux pump mplx	BCLXL inh	GLD-1 TGE inh	MEX-5 binding	PME-1 primary	MCL1 BIM primary
COc1ccc(-c2csc(-n3ncc(C(=O)O)c3C(F)(F)F)n2)cc1	-8.5	-3.1	0.0	0.0	4.0	-1.2	0.1	-2.4	-17.1
COc1cccc(NC(=S)Nc2cc(C(=O)O)ccc2N2CC3CC(C2)c2cccc(=O)n2C3)c1 (stereo unspecified)	3.0	20.0	0.0	-0.1	10.5	5.7	0.9	-7.9	3.5
